TRPC4 agonist = activators of mouse TRPC4 channel; Q9QUQ5; HEK293 TRPC4beta/mu-opioid, Fluo4 calcium fluorescence; hits give high values; B-score at 10 µM; 310,000 tested, 0.49% active;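 active = B-score above 5 SD of library B-scores, and initial fluorescence ratio not above library mean plus 5 SD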;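 also: positive B-score marks a calcium rise read as TRPC4 activation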
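Assay system: HEK293 cells stably co-expressing mouse TRPC4beta and mu-opioid receptor / Timing: Fluo4 dye loading 45 min at room temperature, 110 s recording / Signal: Fluo4 calcium-sensitive dye fluorescence, kinetic, 1 Hz baseline / Read-out: integrated baseline-normalised fluorescence ratio, converted to per-well B score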
MrgX1 allo act = human MrgX1 positive allosteric modulation, primary screen. MrgX1-HEK293, Fluo-4 calcium flux, FDSS; hits give high values. B-score at 10 µM. 310,000 tested, 0.63% active. AID 588675;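 active = plate-corrected calcium response at least 3 library SD above typical, normal starting fluorescence, not activating the receptor alone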;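 also: compound read alongside a low EC10 to EC30 dose of BAM8-22 agonist; peak minus trough fluorescence over baseline measured at the second addition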
Target sequence (Q96LB2 whole entry, looked up): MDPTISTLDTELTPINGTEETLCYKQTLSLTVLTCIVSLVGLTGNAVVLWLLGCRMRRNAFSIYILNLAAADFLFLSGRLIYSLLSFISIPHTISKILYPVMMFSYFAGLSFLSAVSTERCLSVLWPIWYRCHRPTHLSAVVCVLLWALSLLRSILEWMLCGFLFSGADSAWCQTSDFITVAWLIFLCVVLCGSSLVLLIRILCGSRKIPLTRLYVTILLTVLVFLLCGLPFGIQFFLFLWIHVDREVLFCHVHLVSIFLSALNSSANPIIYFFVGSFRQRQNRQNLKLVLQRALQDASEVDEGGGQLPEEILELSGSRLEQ
PolyA inh = yeast polyadenylation inhibition; S. cerevisiae SKY197-pL101 polyadenylation reporter, beta-gal luminescence; efflux-impaired pdr1/pdr3 knockout yeast; score 100 = 6 SD above DMSO; calls only at 12 µM; 300,000 tested, 0.02% active; AID 1875;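 active = lowest replicate activity score at least 50, where 100 means six control SD above control mean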;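 also: yeast exposed to compound for 9 h at 30 °C; higher score means more reporter readthrough which indicates perturbed polyadenylation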
TRPC6 inhibitor = blocks the mouse TRPC6 cation channel; Q61143; HEK293-TRPC6, membrane potential dye, ACh-evoked depolarization; hits give low values; B-score at 10 µM; 310,000 tested, 1.1% active; AID 2553;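 active = B-score under library mean minus 3 SD, initial fluorescence not abnormally high, positive integrated signal ratio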;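 also: B-score derived from integrated fluorescence ratio over the kinetic read; more negative B-score means stronger inhibition of depolarization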
TRPC4 PAM = TRPC4 (mouse) allosteric potentiation; AID 2227; B-score at 10 µM; 310,000 tested, 0.42% active; Q9QUQ5; HEK293 TRPC4beta/mu-opioid, DAMGO EC20, Fluo-4 Ca2+ flux; hits give high values;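 active = B-score of calcium response area above 5 SD of library B-scores, with initial fluorescence ratio within 5 SD of library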;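 also: B-score of integrated fluorescence ratio over time as area under calcium response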
TRPC4 block = inhibitors of mouse TRPC4 channel; 300,000 tested, 0.39% active; Q9QUQ5; B-score at 10 µM; HEK293 TRPC4beta/mu-opioid, DAMGO-evoked Fluo4 calcium flux; hits give low values; AID 2247;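 active = B-score over 3 SD under the library average, no early fluorescence shift, positive overall ratio signal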
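test system = HEK293 cells with stable TRPC4beta plus mu-opioid receptor expression | detection = Fluo4 Ca2+ flux fluorescence | read-out = integrated fluorescence ratio relative to baseline, converted to per-well B score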
MrgX1 antag = antagonists of human MrgX1 receptor; B-score at 10 µM; 310,000 tested, 1.3% active; AID 588676; Q96LB2; MRGX1-HEK293 calcium flux, Fluo-4, BAM8-22 antagonism; hits give low values;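 active = calcium-response B-score plate-corrected more than 3 library SD below zero, starting fluorescence within 5 deviations, no agonist response on first addition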;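 also: peak minus trough fluorescence over baseline after final BAM8-22 challenge near maximal dose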
AI-2 QS mod = modulators of Vibrio harveyi AI-2 quorum sensing system; 300,000 tested, 0.4% active; Vibrio harveyi JMH597 AI-2 luminescence/OD600 ratio, 9 h; hits give low values; strain lacks LuxN and CqsS sensors; 0 = neutral-control median; activity change, % at 7.5 µM; in the data active = activity change below about -75%, passing the limit was not always enough;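 also: luminescence divided by OD600 gain over 9 h not by final OD600 alone; inactives centre near 13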
HIF activator = HIF pathway transcriptional activation; U2OS HRE-luciferase reporter, luminescence; normalized: DMSO 0%, desferrioxamine 100%; activation, % at 7.5 µM (by protocol); 300,000 tested, 0.32% active; AID 1910;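 active = mean activation of at least 10% of the iron chelator positive control signal, with at least half of replicates also reaching 10%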
MrgX1 agonist = agonists of human MrgX1 receptor; MrgX1-HEK293 cells, Fluo-4 calcium fluorescence, agonist mode; hits give high values; Q96LB2; B-score at 10 µM; 310,000 tested, 0.44% active;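 active = calcium response B-score plate-corrected fluorescence ratio at least 3 library SD, with starting fluorescence B-score inside 5 SD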
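Material – MrgX1-expressing HEK293 cells · Input – 15,000 cells seeded per well · Dosing – compound as first of three additions · Times – overnight seeding, then 1 h dark dye loading · Measured by – kinetic Fluo-4 NW fluorescence of intracellular calcium · Read-out – B-scored fluorescence response ratio · Benchmarks – positive and negative control wells on each plate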
TRPC6 act = activates the mouse TRPC6 cation channel | Q61143 | HEK293-TRPC6 membrane potential dye fluorescence; hits give high values | B-score at 10 µM | 310,000 tested, 0.13% active | AID 2550;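 active = B-score of the integrated fluorescence ratio above library mean plus 3 SD, and starting fluorescence ratio within library mean plus 5 SD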;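 also: higher score means more depolarization so channel activation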
* marks the source's active call; other numbers are inactive results.

Screening Cc1nc2cc(-c3cccc(F)c3)nn2c(C)c1CCC(=O)NC(C)c1ccc2c(c1)OCCO2 (stereo not drawn) returned TRPC4 agonist inactive, MrgX1 allo act inactive, PolyA inh inactive, TRPC6 inhibitor inactive, TRPC4 PAM inactive, TRPC4 block inactive, MrgX1 antag inactive, AI-2 QS mod 19, HIF activator -1.3, MrgX1 agonist inactive and TRPC6 act inactive.
Screening O=C(O)c1ccccc1-n1ncc2c1/C(=C/c1ccc(Cl)cc1)CC2 returned TRPC4 agonist inactive, MrgX1 allo act inactive, PolyA inh inactive, TRPC6 inhibitor inactive, TRPC4 PAM inactive, TRPC4 block inactive, MrgX1 antag inactive, AI-2 QS mod -18, HIF activator 0.1, MrgX1 agonist inactive and TRPC6 act inactive.
For CC(C)(C)SCCNC(=O)CN(c1ccc(F)c(Cl)c1)S(C)(=O)=O the results were TRPC4 agonist inactive, MrgX1 allo act inactive, PolyA inh inactive, TRPC6 inhibitor inactive, TRPC4 PAM inactive, TRPC4 block inactive, MrgX1 antag inactive, AI-2 QS mod 22, HIF activator 0.2, MrgX1 agonist inactive and TRPC6 act inactive.
Screening O=C(CSc1ccccn1)N1CCN(c2ccc(Cl)cc2)CC1 returned TRPC4 agonist inactive, MrgX1 allo act inactive, PolyA inh inactive, TRPC6 inhibitor inactive, TRPC4 PAM inactive, TRPC4 block inactive, MrgX1 antag inactive, AI-2 QS mod 6, HIF activator 0.3, MrgX1 agonist inactive and TRPC6 act inactive.
For COc1ccc(-c2ccc(CCC(=O)O)o2)cc1 the results were TRPC4 agonist inactive, MrgX1 allo act inactive, PolyA inh inactive, TRPC6 inhibitor inactive, TRPC4 PAM inactive, TRPC4 block inactive, MrgX1 antag inactive, AI-2 QS mod 37, HIF activator 1.2, MrgX1 agonist inactive and TRPC6 act inactive.
CC(/C=N/NC(=O)c1cccc(F)c1)=C\c1ccccc1 was read as TRPC4 agonist inactive, MrgX1 allo act inactive, PolyA inh inactive, TRPC6 inhibitor inactive, TRPC4 PAM inactive, TRPC4 block inactive, MrgX1 antag inactive, AI-2 QS mod 38, HIF activator 4.5, MrgX1 agonist inactive and TRPC6 act inactive.
Screening O=C(O)C1CCCN1C(=O)Nc1ccccc1 (stereo not drawn) returned TRPC4 agonist inactive, MrgX1 allo act inactive, PolyA inh inactive, TRPC6 inhibitor inactive, TRPC4 PAM inactive, TRPC4 block inactive, MrgX1 antag inactive, AI-2 QS mod -4, HIF activator -0.5, MrgX1 agonist inactive and TRPC6 act inactive.
For O=C(C1=C[C@@H](C2CC2)C[C@@H](OCCCCO)O1)N1CCN(Cc2ccccc2)CC1 the results were TRPC4 agonist inactive, MrgX1 allo act inactive, PolyA inh inactive, TRPC6 inhibitor inactive, TRPC4 PAM inactive, TRPC4 block inactive, MrgX1 antag inactive, AI-2 QS mod 6, HIF activator -1.6, MrgX1 agonist inactive and TRPC6 act inactive.
`COc1ccc(CCNC(=O)CSc2ccc3nnc(CCNC(=O)c4ccc(C)cc4)n3n2)cc1OC` gave TRPC4 agonist inactive, MrgX1 allo act inactive, PolyA inh inactive, TRPC6 inhibitor inactive, TRPC4 PAM inactive, TRPC4 block inactive, MrgX1 antag inactive, AI-2 QS mod 14, HIF activator -0.7, MrgX1 agonist inactive and TRPC6 act inactive.
N#Cc1ccccc1Cn1c(=O)oc2ccccc21 was read as TRPC4 agonist inactive, MrgX1 allo act inactive, PolyA inh inactive, TRPC6 inhibitor inactive, TRPC4 PAM inactive, TRPC4 block inactive, MrgX1 antag inactive, AI-2 QS mod 28, HIF activator -18, MrgX1 agonist inactive and TRPC6 act inactive.
For CCOC(=O)c1sc2nccc(N(C)C)c2c1N=CNOCc1c(F)cccc1Cl the results were TRPC4 agonist inactive, MrgX1 allo act inactive, PolyA inh inactive, TRPC6 inhibitor inactive, TRPC4 PAM inactive, TRPC4 block inactive, MrgX1 antag inactive, AI-2 QS mod 7, HIF activator 0.0, MrgX1 agonist inactive and TRPC6 act inactive.
Screening c1ccc2c(c1)C(=NCC1CCCO1)NC2=NCC1CCCO1 (stereo not drawn) returned TRPC4 agonist inactive, MrgX1 allo act inactive, PolyA inh inactive, TRPC6 inhibitor inactive, TRPC4 PAM inactive, TRPC4 block inactive, MrgX1 antag inactive, AI-2 QS mod 35, HIF activator -0.1, MrgX1 agonist inactive and TRPC6 act inactive.
For CC1=NN(C(=O)Cc2ccc([N+](=O)[O-])cc2)C(O)(C(F)(F)C(F)(F)F)C1 (stereo not drawn) the results were TRPC4 agonist inactive, MrgX1 allo act inactive, PolyA inh inactive, TRPC6 inhibitor inactive, TRPC4 PAM inactive, TRPC4 block inactive, MrgX1 antag inactive, AI-2 QS mod 17, HIF activator 0.1, MrgX1 agonist inactive and TRPC6 act inactive.
For c1csc(-n2nc3ccccc3n2)c1 the results were TRPC4 agonist inactive, MrgX1 allo act inactive, PolyA inh inactive, TRPC6 inhibitor inactive, TRPC4 PAM inactive, TRPC4 block inactive, MrgX1 antag inactive, AI-2 QS mod 14, HIF activator 0.5, MrgX1 agonist inactive and TRPC6 act inactive.
COC(=O)CCC(NC(=O)c1cc(C)oc1C)C(=O)OC (stereo not drawn) was read as TRPC4 agonist inactive, MrgX1 allo act inactive, PolyA inh inactive, TRPC6 inhibitor inactive, TRPC4 PAM inactive, TRPC4 block inactive, MrgX1 antag inactive, AI-2 QS mod 21, HIF activator -0.4, MrgX1 agonist inactive and TRPC6 act inactive.
Screening Cc1nnc(NC(=O)CSc2nnc(NC(=O)C(C)(C)C)s2)s1 returned TRPC4 agonist inactive, MrgX1 allo act inactive, PolyA inh inactive, TRPC6 inhibitor inactive, TRPC4 PAM inactive, TRPC4 block inactive, MrgX1 antag inactive, AI-2 QS mod 7, HIF activator -1.5, MrgX1 agonist inactive and TRPC6 act inactive.
Screening C=CCNC(=S)NNc1nc(N2CCCC2)nc(N2CCCC2)n1 returned TRPC4 agonist inactive, MrgX1 allo act inactive, PolyA inh inactive, TRPC6 inhibitor inactive, TRPC4 PAM inactive, TRPC4 block inactive, MrgX1 antag inactive, AI-2 QS mod 0, HIF activator -0.4, MrgX1 agonist inactive and TRPC6 act inactive.
For CCOC1(OCC)C(c2ccc(N)cc2)C(C#N)(C#N)C1(OCC)OCC (stereo not drawn) the results were TRPC4 agonist inactive, MrgX1 allo act inactive, PolyA inh inactive, TRPC6 inhibitor inactive, TRPC4 PAM inactive, TRPC4 block inactive, MrgX1 antag inactive, AI-2 QS mod 18, HIF activator -0.5, MrgX1 agonist inactive and TRPC6 act inactive.
Screening CC(C)(C)NC(=O)COC(=O)c1ccc(S(=O)(=O)N2CCCCCC2)cc1 returned TRPC4 agonist inactive, MrgX1 allo act inactive, PolyA inh inactive, TRPC6 inhibitor inactive, TRPC4 PAM inactive, TRPC4 block inactive, MrgX1 antag inactive, AI-2 QS mod 18, HIF activator -0.5, MrgX1 agonist inactive and TRPC6 act inactive.
COc1ccccc1CC(=O)Nc1ccc(OC)c(OC)c1 was read as TRPC4 agonist inactive, MrgX1 allo act inactive, PolyA inh inactive, TRPC6 inhibitor inactive, TRPC4 PAM inactive, TRPC4 block inactive, MrgX1 antag inactive, AI-2 QS mod -4, HIF activator -0.2, MrgX1 agonist inactive and TRPC6 act inactive.
Cc1nn(Cc2c(F)c(F)c(F)c(F)c2F)c(C)c1NC(=O)c1cccc(COc2ccccc2Cl)c1 was read as TRPC4 agonist inactive, MrgX1 allo act inactive, PolyA inh inactive, TRPC6 inhibitor inactive, TRPC4 PAM inactive, TRPC4 block inactive, MrgX1 antag inactive, AI-2 QS mod 5, HIF activator 0.7, MrgX1 agonist inactive and TRPC6 act inactive.
C=CCNc1nnc(Cl)c2ccccc12 was read as TRPC4 agonist inactive, MrgX1 allo act inactive, PolyA inh inactive, TRPC6 inhibitor inactive, TRPC4 PAM inactive, TRPC4 block inactive, MrgX1 antag inactive, AI-2 QS mod 16, HIF activator -0.4, MrgX1 agonist inactive and TRPC6 act inactive.
COc1ccc(C(=O)COC(=O)CCc2nc3ccccc3[nH]c2=O)cc1Br was read as TRPC4 agonist inactive, MrgX1 allo act inactive, PolyA inh inactive, TRPC6 inhibitor inactive, TRPC4 PAM inactive, TRPC4 block inactive, MrgX1 antag inactive, AI-2 QS mod 20, HIF activator -0.4, MrgX1 agonist inactive and TRPC6 act inactive.
For O=C(Nc1ccc2ccccc2n1)c1ccccc1Br the results were TRPC4 agonist inactive, MrgX1 allo act inactive, PolyA inh inactive, TRPC6 inhibitor inactive, TRPC4 PAM inactive, TRPC4 block inactive, MrgX1 antag inactive, HIF activator 3.6, MrgX1 agonist inactive and TRPC6 act inactive.
Screening CCOC(=O)c1sc(NC(=O)/C=C/c2ccccc2)nc1C returned TRPC4 agonist inactive, MrgX1 allo act inactive, PolyA inh inactive, TRPC6 inhibitor inactive, TRPC4 PAM inactive, TRPC4 block inactive, MrgX1 antag inactive, AI-2 QS mod 3, HIF activator 0.0, MrgX1 agonist inactive and TRPC6 act inactive.
For O=C(CNC(=O)c1ccco1)OCC(=O)c1ccc(Cl)cc1Cl the results were TRPC4 agonist inactive, MrgX1 allo act inactive, PolyA inh inactive, TRPC6 inhibitor inactive, TRPC4 PAM inactive, TRPC4 block inactive, MrgX1 antag inactive, AI-2 QS mod -4, HIF activator -0.3, MrgX1 agonist inactive and TRPC6 act inactive.
Cc1ccccc1CNC(=O)c1ccccc1C(=O)O was read as TRPC4 agonist inactive, MrgX1 allo act inactive, PolyA inh inactive, TRPC6 inhibitor inactive, TRPC4 PAM inactive, TRPC4 block inactive, MrgX1 antag inactive, AI-2 QS mod 16, HIF activator -0.7, MrgX1 agonist inactive and TRPC6 act inactive.
CCOC(=O)C1CN(S(=O)(=O)c2ccccc2)CCN1S(=O)(=O)c1ccccc1 (stereo not drawn) was read as TRPC4 agonist inactive, MrgX1 allo act inactive, PolyA inh inactive, TRPC6 inhibitor inactive, TRPC4 PAM inactive, TRPC4 block inactive, MrgX1 antag inactive, AI-2 QS mod -36, HIF activator -0.3, MrgX1 agonist inactive and TRPC6 act inactive.

High-throughput results (PubChem)

The list is partial; count on the stated rates, not on these rows.
